# Source: PubChem BioAssay (several laboratories)
# KOR beta-arrestin-1 – kappa opioid receptor blockers – cell-based, luminescence, uHTS (AID 1778). KOR beta-arrestin recruitment, luminescence, antagonist mode; higher % means a stronger effect. inhibition, % at 10 µM, or IC50 in µM where a hit was titrated. 290,000 compounds, 0.091% hits; further: strong numbers were not always called active
# CSM14.1 death rescue – rescue of cells from ER stress-induced death, primary screen, 384-well, CSM14.1, thapsigargin, ATP luminescence (AID 1222); CSM14.1 thapsigargin-induced death rescue, ATP luminescence; higher % means a stronger effect; one-dose cellular ATP content (survival), % at 20 µM; EC50 in µM for titrated hits; 190,000 tested, under 10 active;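 active means EC50 below 50 µM in the dose-response confirmation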;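 further: death triggered by thapsigargin at about 15 µM added after 2 h compound pretreatment; cell ATP read after overnight thapsigargin exposure of roughly 18 to 22 hours; normalized against plate controls of thapsigargin alone and 5% DMSO vehicle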
# TNAP activation fold – human TNAP enzyme activators, primary screen, biochemical, luminescent, no phosphate acceptor, uHTS (AID 1001) | activation fold at 20 µM; hits with a dose series show EC50 in µM | purified TNAP, luminescent activation assay, no phosphate acceptor; higher activation fold means a stronger effect | 200,000 compounds, 0.03% hits; in the data active means activation fold from about 3, or a potency from the dose series; inactive means the rest, 99 in 100 with activation fold below about 1.6; further: many of its hits are not listed in these tables
# NOD1 inhibition – NOD1 signaling inhibitors, primary screen, cell-based, luminescence, uHTS (AID 1578). NOD1-driven NF-kB luciferase reporter cells, luminescence; higher % means a stronger effect. inhibition, % at 4 µM; hits with a dose series show EC50 in µM. 290,000 compounds, 1% hits; in the data active means inhibition mostly above about 36%, no sharp cut-off; inactive means mostly below about 34%;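 further: HEK-293T reporter cells stimulated with the NOD1 agonist gamma-tri-DAP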
# KOR beta-arrestin-2 – KOR agonists, beta-arrestin recruitment, primary screen, cell-based, luminescence, uHTS (AID 1777); KOR beta-arrestin recruitment, luminescence; higher % means a stronger effect; activation, % at 10 µM; hits with a dose series show EC50 in µM; 280,000 compounds, 0.02% hits; in the data active means activation above about 50%, passing the limit was not always enough; further: a part of the inactive calls stands beside numbers as strong as those of hits
# NTR1 agonist – NTR1-driven beta-arrestin-GFP spot formation – imaging, U2OS cells, high content, primary screen (AID 493036); 330,000 compounds, 0.17% hits; agonist mode; activation, % at 20 µM;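 active means activation at or above 40% of the spot to cytoplasm intensity ratio, with at least 20 cells analyzed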;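 further: 0% = DMSO without peptide and 100% = 100 nM NTR1 peptide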
# Target sequence (P30989 whole entry, looked up): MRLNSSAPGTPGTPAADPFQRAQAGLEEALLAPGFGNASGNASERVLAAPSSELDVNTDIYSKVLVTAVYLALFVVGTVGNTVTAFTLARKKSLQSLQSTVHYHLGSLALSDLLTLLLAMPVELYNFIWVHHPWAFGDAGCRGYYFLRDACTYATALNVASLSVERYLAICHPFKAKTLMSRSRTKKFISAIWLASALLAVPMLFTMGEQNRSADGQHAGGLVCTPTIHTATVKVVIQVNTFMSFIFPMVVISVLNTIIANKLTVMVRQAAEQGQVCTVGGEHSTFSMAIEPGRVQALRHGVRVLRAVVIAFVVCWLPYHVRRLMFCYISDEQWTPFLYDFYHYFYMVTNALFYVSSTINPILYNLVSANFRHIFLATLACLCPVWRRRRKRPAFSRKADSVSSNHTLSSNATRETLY
# Yfh1-depleted yeast – enhancers of respiration in Yfh1-depleted yeast, dose response, Friedreich's ataxia, plus single-dose screen (AID 1465). S. cerevisiae Yfh1-off respiration, WST-1 reduction, 72 h; higher fold induction means a stronger effect. 220,000 compounds, 0.074% hits. fold induction at 50 µM; hits with a dose series show EC50 in µM;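 active means fold induction of absorbance versus untreated yeast above a set limit, then at least 30% activation at any dose in follow-up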;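 further: activators that raise dye reduction in frataxin-depleted yeast; strong numbers were not always called active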
# NOD2 inhibition – NOD2 signaling inhibitors, cell-based, luminescence, uHTS, HEK293 (AID 1566); inhibition, % at 4 µM, or EC50 in µM where a hit was titrated; 290,000 compounds, 0.63% hits; HEK293 NOD2/NF-kB luciferase reporter, luminescence; higher % means a stronger effect; further: many of its hits are not listed in these tables
# GPR55 activation – GPR55 agonists via beta-arrestin recruitment, primary screen, imaging, U2OS cells, beta-arrestin-GFP redistribution (AID 1961) | U2OS GPR55 beta-arrestin-GFP redistribution imaging; higher % means a stronger effect | activation, % at 10 µM, or EC50 in µM where a hit was titrated | 290,000 compounds, 0.048% hits;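 active means activation above 40% with more than 50 cells counted in the well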;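 further: U2OS osteosarcoma cells stably expressing GPR55 and beta-arrestin-GFP; plate controls were DMSO negative control for no effect and LPI positive control for full effect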
# NTR1 agonist cell count 20 µM – recorded beside NTR1 agonist, whose call it bears; cell count; measured here: cell count, cytotoxicity flag
# Numbers without * were called inactive; i = inactive; x = not tested or not shown; [ ] = another dose, or the depositor's remark. Unless noted, no stated cut-off is given here; in the data, active means inhibition above about 50%; inactive means the rest. Some of the compounds tested; count on the stated rates, not on these rows.
SMILES,KOR beta-arrestin-1,CSM14.1 death rescue,TNAP activation fold,NOD1 inhibition,KOR beta-arrestin-2,NTR1 agonist,NTR1 agonist cell count 20 µM,Yfh1-depleted yeast,NOD2 inhibition,GPR55 activation
CC1CCCN(C(=O)CSCC(=O)N=c2sc3ccccc3n2C)C1 (configuration not stated),-15%,-2.8%,1,-13%,0.9%,0.7,46,i,3%,-0.2%
CCOc1ccc(OCC)c(NC(=O)Cn2cccc2)c1,-21%,-1.0%,1.1,-2%,-5.7%,3.0,73,i,12%,-0.1%
COc1ccc(S(=O)(=O)/N=C2\C=C(NS(=O)(=O)c3ccccc3)C(=O)c3ccccc32)cc1,6%,x,x,-30%,-1.8%,0.0,53,x,28%,0.2%
COc1ccc(NC(=O)c2cc(-c3ccc(C)o3)nc3ccccc23)cc1OC,28%,-3.4%,1,-11%,-3.3%,2.9,69,i,-32%,-0.2%
COc1ccccc1NS(=O)(=O)c1ccc2oc(SC)nc2c1,-11%,x,x,44%,-2.5%,-0.2,52,x,43%,-0.1%
Cc1c(Cl)cccc1N=c1c([N+](=O)[O-])nn(-c2ccccc2)n1O,-5%,-4.6%,1,-8%,-0.7%,2.3,82,i,-20%,-0.1%
CCc1nc2ccccc2c(C(=O)OCC(=O)NCc2ccco2)c1C,-5%,-1.7%,1.1,6%,-2.3%,2.3,50,i,10%,-0.1%
CC(C)c1ccc(NC(=S)NNC(=O)c2cccnc2)cc1,-15%[20 µM],0.2%,2.1,-18%,-9.7%,1.5,39,i,2%,-0.1%
Cc1cccc(-n2cc(CN(C)Cc3nccn3C)c(-c3cccc(F)c3)n2)c1,-35%[20 µM],1.1%,1.1,7%,x,1.4,95,i,1%,-0.1%
Cc1ccc(C(=O)NCc2ccccn2)c(Cl)c1,12%,-1.9%,1.1,-25%,-0.7%,0.3,70,i,-13%,0.6%
Cc1nc(NC(=O)COC(=O)CCC(=O)c2cccs2)c(Cl)cc1Cl,24%,-0.2%,1.1,-15%,5.6%,0.9,94,i,6%,0.3%
O=C(Nc1ccncc1)Nc1ccc(Cl)cc1Cl,-17%,x,x,0%,5.9%,5.8,77,x,35%,-0.1%
Cc1occc1-c1nnc(SCC(=O)N2CCCc3ccccc32)n1Cc1ccco1,0%,1.6%,1.1,-6%,-1.8%,-1.6,53,i,-3%,-0.1%
O=C1C2C3C=CC(C2C(=O)N1c1nccs1)C1C(=O)N(c2nccs2)C(=O)C31 (configuration not stated),6%,-1.2%,1,-29%,-3.3%,0.0,62,i,7%,-0.2%
Cc1cc(OCc2cc(C(=O)N3CCN(C)C(=O)[C@@H]3C)no2)cc(C)c1Cl,-11%,x,x,13%,-2.4%,1.2,68,x,17%,-0.1%
COc1ccc(N(CC(=O)N/N=C/c2ccc(-c3ccc([N+](=O)[O-])cc3)o2)S(=O)(=O)c2ccc(C)cc2)cc1Cl,16%,-0.2%,1,-22%,-3.0%,2.1,48,i,-7%,-0.1%
O=C(CSc1nnc(CNC(=O)c2cccs2)o1)NCc1ccc(F)cc1,7%,-1.7%,1,-15%,0.6%,0.4,57,i,16%,-0.2%
CCOC(=O)C1=C(C)C(c2ccccc2OC)NC(=S)N1 (configuration not stated),-5%,-1.6%,1.1,-6%,5.2%,-0.4,81,i,10%,-0.1%
O=C(Nc1nnc(-c2ccncc2)o1)c1cccc(N2C(=O)CCC2=O)c1,-5%,-0.6%,1,-16%,5.9%,-0.7,55,i,16%,-0.6%
Cc1ccc(S(=O)(=O)N2CCN(C(=O)c3ccccc3Cc3ccccc3)CC2)c(C)c1,-11%,x,x,-11%,0.4%,6.5,63,x,3%,-0.1%
Cc1ccc2c(c1)c1n[nH]c(=S)nc1n2CCc1ccccc1,-40%,x,x,-5%,5.6%,3.7,58,x,-4%,-0.2%
COc1ccccc1CNC(=O)C1CCCN(S(=O)(=O)c2cccc3cccnc23)C1 (configuration not stated),-3%,x,1.2,-24%,-1.2%,-0.5,54,i,-22%,-0.3%
C(=N\NC1=Nc2cccc3cccc1c23)/c1ccccc1,-48%,-5.8%,1.1,-15%,-2.4%,2.8,55,i,22%,0.2%
O=[N+]([O-])C(=C1SCCS1)C(=C(Cl)Cl)N1CCCCC1,28%,-2.8%,1,21%,-1.7%,1.3,43,i,13%,-0.4%
C[C@@H](C(=O)NCCc1c[nH]c2ccccc12)[C@H]1C[C@]1(C)[C@H](NC(=O)OCc1ccccc1)c1ccccc1,18%,-1.1%,1.1,-1%,0.8%,24,72,i,-30%,-0.2%

# The closing 3 compounds of the part above lead into the next.
SMILES,KOR beta-arrestin-1,CSM14.1 death rescue,TNAP activation fold,NOD1 inhibition,KOR beta-arrestin-2,NTR1 agonist,NTR1 agonist cell count 20 µM,Yfh1-depleted yeast,NOD2 inhibition,GPR55 activation
C(=N\NC1=Nc2cccc3cccc1c23)/c1ccccc1,-48%,-5.8%,1.1,-15%,-2.4%,2.8,55,i,22%,0.2%
O=[N+]([O-])C(=C1SCCS1)C(=C(Cl)Cl)N1CCCCC1,28%,-2.8%,1,21%,-1.7%,1.3,43,i,13%,-0.4%
C[C@@H](C(=O)NCCc1c[nH]c2ccccc12)[C@H]1C[C@]1(C)[C@H](NC(=O)OCc1ccccc1)c1ccccc1,18%,-1.1%,1.1,-1%,0.8%,24,72,i,-30%,-0.2%
COc1cccc(CN2C(=NC(=O)CCC3CCCC3)SC3CS(=O)(=O)CC32)c1 (configuration not stated),21%,x,x,2%,-3.7%,-0.9,61,x,-10%,-0.1%
COc1cc(NC(=O)c2cc3nc(C)cc(C)n3n2)c(OC)cc1Cl,-46%,-2.9%,1,-23%,2.0%,5.8,35,i,-75%,-0.1%
O=C1CC(c2ccc3c(c2)OCO3)c2cc3c(cc2N1)OCCO3 (configuration not stated),-17%,-3.1%,1.1,x,1.8%,0.5,68,i,2%,-0.1%
CCN1CCN(C(=S)NCCc2ccccc2)CC1,16%,2.4%,1,-12%,3.3%,2.0,87,i,-4%,0.5%
COc1cc(CNc2ccc(CNc3ncn[nH]3)cc2)ccc1OCc1ccccc1,10%,4.2%,1.4,-12%,-0.8%,-1.9,56,i,-69%,0.0%
CCNC(=S)N/N=C(\C)c1cccc(C(F)(F)F)c1,-17%,4.3%,1.2,-27%,0.3%,1.6,38,i,9%,-0.2%
COc1ccccc1CCNS(=O)(=O)c1c(C)n(C)c(=O)n(C)c1=O,-23%,-2.4%,1,17%,1.4%,-0.9,48,i,13%,0.8%
Cn1c(SCc2cc(=O)[nH]c(C(C)(C)C)n2)nnc1C(F)(F)F,22%,x,x,0%,-1.3%,0.0,59,i,15%,0.5%
N#CC1=C(N)NC(SCC(=O)c2ccc(Br)cc2)=C(C#N)C12CCCCC2,22%,-2.8%,1,1%,-1.9%,27,57,i,3%,0.2%
CCc1c(C)nc2c(C#N)c[nH]n2c1=O,10%,-0.7%,1,-12%,6.9%,-4.8,77,i,-6%,0.2%
Cc1cccc2c(=O)cc(C(F)(F)F)[nH]c12,-30%,x,x,1%,4.3%,-0.8,59,i,23%,0.4%
Cc1nn(Cc2cccc(C(=O)Nc3ccn(Cc4ccccc4F)n3)c2)c(C)c1[N+](=O)[O-],-6%,10%,1,5%,0.6%,1.7,82,i,6%,-0.1%
Cc1ccc2oc(=O)c3cc(C(=O)NCCCN4CCCCCC4)sc3c2c1,-21%,x,x,-16%,0.4%,1.7,73,x,-8%,-0.1%
CCc1sc(C(=O)N2CCN(c3ccc(F)cc3)CC2)cc1C,-27%,x,x,-13%,7.8%,4.1,47,x,1%,0.2%
CCOC(=O)N1CCN(C(=O)CCCOc2ccccc2)CC1,2%,7.2%,1.1,-33%,0.3%,0.9,54,i,-61%,0.0%
COc1ccc(OC)c(-c2[nH]nc3c2C(c2ccco2)C(C#N)=C(N)O3)c1 (configuration not stated),2%,-2.8%,1.1,-4%,0.5%,12,50,i,9%,-0.1%
C=C1c2ccccc2NC(=S)N1Cc1ccc2c(c1)OCO2,4%,2.5%,0.9,-44%,-1.7%,2.1,65,i,-49%,-0.1%
O=C(c1ccc(NS(=O)(=O)c2cccc3cccnc23)cc1)N1CCCCC1,10%[20 µM],-1.4%,1.1,-16%,-1.5%,1.1,56,i,14%,0.2%
COc1ccccc1N1CCN(CCN2C(=O)C3CCCCN3C2=O)CC1 (configuration not stated),-2%,x,x,47%,4.4%,0.2,55,x,-4%,-0.1%
Nc1nc(Cl)nc2ccc(Br)cc12,-51%,16%,1.1,9%,8.8%,-1.7,50,i,19%,-0.2%
CN1CCN(S(=O)(=O)c2ccc(NC(=O)Cc3cccs3)cc2)CC1,23%,1.6%,1.1,-35%,-2.7%,-0.9,64,i,2%,-0.1%
Cc1ccc(C(=O)N2CCc3ccccc3C2)cc1S(=O)(=O)N1CCOCC1,3%,x,x,2%,2.5%,0.0,54,x,12%,0.0%
O=C(COC(=O)c1cc([N+](=O)[O-])ccc1NCc1ccccc1)NCc1ccccc1Cl,15%,18%,1,-23%,10%,5.9,58,i,-8%,0.1%
Cc1ccccc1OCC(=O)NCCCNC(=O)c1ccco1,-17%,x,x,-23%,0.5%,-1.8,56,x,-3%,0.6%
CCCCC(C(=O)NC1CCCC1)N(Cc1ccccc1)C(=O)c1snc(C(N)=O)c1N (configuration not stated),-12%,x,x,-24%,3.7%,0.6,43,x,11%,0.6%
# Later entries
SMILES,KOR beta-arrestin-1,CSM14.1 death rescue,TNAP activation fold,NOD1 inhibition,KOR beta-arrestin-2,NTR1 agonist,NTR1 agonist cell count 20 µM,Yfh1-depleted yeast,NOD2 inhibition,GPR55 activation
COc1ccccc1N1C(=O)N(C(C)=O)C2C1Nc1ccccc1N2C (configuration not stated),-19%,5.6%,1.1,0%,-4.7%,-0.7,40,i,6%,-0.2%
CCS(=O)(=O)c1ccc(C(=O)Nc2ccccc2)c(Cl)c1Cl,-5%,2.3%,1,22%,0.4%,0.7,63,i,20%,-0.1%
Cc1cc(OCC(=O)C(C)(C)C)c2c(C)c(C)c(=O)oc2c1,-17%,0.7%,1.1,-39%,11%,2.8,49,i,-13%,-0.2%
COc1ccccc1Oc1coc2c(CN(C)C)c(O)ccc2c1=O,-19%,1.6%,1.1,-2%,0.8%,0.0,45,i,1%,-0.1%
CC(OC(=O)CCCNC(=O)c1ccc(Cl)cc1)C(=O)N(C)Cc1ccccc1 (configuration not stated),-16%,x,x,8%,7.4%,1.6,56,x,5%,-0.2%
O=C(Nc1ccccc1Cl)NC1(C(=O)N2CCOCC2)CCCCC1,-56%,x,x,-3%,-5.4%,2.1,41,x,2%,0.3%
Cc1ccoc1C(=O)Nc1ccc2ccccc2c1,-20%,x,x,-7%,1.0%,0.1,45,x,-189%,-0.1%
CC1(C)CC(=O)c2cnc(NC(=O)CSc3nc4ccccc4o3)nc2C1,-10%,5.3%,1.1,-1%,-2.5%,0.7,42,i,24%,0.0%
